Hsp70 inhibitors – Hsp70 inhibitors, probe displacement, primary screen, biochemical, fluorescence polarization (AID 583) | Hsp70 fluorescence polarization probe displacement, mP; higher % means a stronger effect | displacement, % at 20 µM, or IC50 in µM where a hit was titrated | 140,000 tested, 0.06% active; in the data active = displacement above about 50%;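 also: plate controls were vehicle for no effect and reference ligand for full effect; a part of the inactive calls stands beside numbers as strong as those of hits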
Rat MKP-3 inhibitors – inhibition of rat DUSP6 enzyme activity – biochemical, in vitro, primary screen (AID 425); 110,000 tested, 0.17% active; recombinant MKP-3 phosphatase activity, fluorescence; higher % means a stronger effect; inhibition, % at 20 µM, or IC50 in µM where a hit was titrated; in the data active = inhibition above about 50%;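 also: plate controls were vehicle for no effect and reference inhibitor for full effect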
* = called active by the depositor; x = not tested or not shown; & = joins results of further samples. A portion of the library; rates above refer to the full screens.

SMILES	Hsp70 inhibitors	Rat MKP-3 inhibitors
CC(C)c1ccc(NC(=O)C(c2ccccc2)N2CCOCC2)cc1 (stereo not given)	-1.0%	-8%
OC(COCc1ccccc1)CN1CCN(c2ccccc2)CC1 (stereo not given)	2.2%	-18%
O=C(COc1ccc(Cl)cc1Br)N/N=C/c1cccc(OC(=O)c2ccc3c(c2)OCO3)c1	2.1%	2%
CCN(CC)CCCNc1oc(-c2cccc(Cl)c2)nc1C#N	1.9%	1%
O=C(c1ccco1)N1CCC(n2nnc3ccccc32)CC1	1.4%	4%
COc1ccc2occ(C(=O)c3cccs3)c2c1	-1.7%	x
CN(CCO)CCOCCOc1ccc(C(C)(C)C)cc1	5.0%	1%
CCCCC1C(C#N)=C(C)NC2=C1C(=O)CC(C)(C)C2 (stereo not given)	3.0%	x
Clc1cccc(NCc2nnc(SCc3ccc(Cl)cc3Cl)o2)c1	-1.6%	x
N#CC(c1ccccc1)c1ccc2c(C(F)(F)F)cc(C(F)(F)F)nc2n1 (stereo not given)	-3.7%	x
CC(=O)N(C)c1ccc(NC(=O)/C=C/c2ccccc2)cc1	0.7%	-1%
CCOC(=O)Cn1c(-c2nonc2NC(=O)c2ccccc2F)nc2ccccc21	x	-4%
COc1ccccc1NC(=O)CSc1nnc(CC(=O)Nc2ccccc2)n1C	-0.2%	2%
Cc1ccc(N2C(=O)CC(NCc3ccc(F)cc3)C2=O)cc1 (stereo not given)	2.6%	-3%
CCOc1cc(C)c(-c2onc(C(F)(F)F)c2-c2csc(C)n2)c(O)c1	1.0%	x
CC(C)NC(=O)C1CCN(C(=O)N(C)C)CC1	1.1%	3%
COc1ccc(/C=N/n2c(-c3ccco3)nc3ccccc3c2=O)cc1	-5.0%	x
CCCc1nc2c(o1)CC(CC(C)SCC)CC2=O (stereo not given)	2.1%&-1.6%	-10%&2%
Cc1cc(C(C)(C)C)ccc1OCCn1ccnc1	-0.6%	x
O=C(CN1C(=O)CC(c2ccccc2)=Nc2ccccc21)NCc1ccccc1	7.8%	x
C=CCSc1nc(N)c2c3c(sc2n1)CCCC3	-12%	3%
C=C(Cl)COc1ccc2c(CCCC)cc(=O)oc2c1	6.4%	x
CCn1c(SCC(=O)N2CCCc3ccccc32)nnc1-c1c[nH]c2ccccc12	3.2%	-14%
CCS(=O)(=O)n1nc(-c2ccc(OC)cc2)nc1SC	-4.8%	-10%

Part of the list above, with bars between the fields:
mol | Hsp70 inhibitors | Rat MKP-3 inhibitors
CCn1c(SCC(=O)N2CCCc3ccccc32)nnc1-c1c[nH]c2ccccc12 | 3.2% | -14%
Cc1cc(C(C)(C)C)ccc1OCCn1ccnc1 | -0.6% | x

Remaining list, next part
SMILES	Hsp70 inhibitors	Rat MKP-3 inhibitors
CC(C(=O)Nc1ccc(NC(=O)c2cccc(Cl)c2)cc1)(c1ccccc1)c1ccccc1	-4.2%	6%
Cc1ccc2nc3c(cc2c1)c(NC(=O)c1ccccn1)nn3CC(C)C	-2.0%	x
Nc1ccc2nc(SCC(=O)N3CCOCC3)sc2c1	-1.8%	1%
CCC(=O)Nc1ccc(NC(=O)CSc2nnnn2CC)cc1C	-1.8%	-9%
COc1ccc(CSc2nnnn2-c2ccccc2)cc1	2.5%&-0.8%	3%
CC(C)Cc1ccc(C(=O)NCC2OCCc3ccccc32)cc1 (stereo not given)	2.7%	2%
CC12CCC(c3c(C(=O)Nc4nccs4)nn(-c4ccccc4)c31)C2(C)C (stereo not given)	-2.3%	-3%
CCCCn1c(SCc2cccnc2)nc2c1c(=O)n(C)c(=O)n2C	0.2%	-3%
O=C1CCCc2c1cc(C(=O)NCc1ccco1)c(=O)n2-c1ccc(Cl)cc1	0.2%	-6%
Nc1ccc2c(c1)C(=O)C(=O)c1ccccc1-2	12%	x
O=C(NCc1ccc2c(c1)OCO2)c1ccc(C#Cc2ccccc2)cc1	0.6%	4%
CS(=O)(=O)N(CC(=O)NC1CCCCCC1)Cc1ccccc1	-3.9%	-4%

Some values from above.
`CC(C)NC(=O)C1CCN(C(=O)N(C)C)CC1` in Hsp70 inhibitors → 1.1%
`Nc1ccc2c(c1)C(=O)C(=O)c1ccccc1-2` in Hsp70 inhibitors → 12%
`Cc1cc(C(C)(C)C)ccc1OCCn1ccnc1` in Hsp70 inhibitors → -0.6%
`C=CCSc1nc(N)c2c3c(sc2n1)CCCC3` in Hsp70 inhibitors → -12%
`Cc1ccc2nc3c(cc2c1)c(NC(=O)c1ccccn1)nn3CC(C)C` in Hsp70 inhibitors → -2.0%
`CC12CCC(c3c(C(=O)Nc4nccs4)nn(-c4ccccc4)c31)C2(C)C` (stereo not given) in Rat MKP-3 inhibitors → -3%

Continuation.
SMILES	Hsp70 inhibitors	Rat MKP-3 inhibitors
CCOC(=O)/C(C(N)=NCCO)=C(/O)c1ccccc1	x	-3%
O=C(Nc1nccs1)C1Cc2ccccc2CN1S(=O)(=O)c1ccc(F)cc1 (stereo not given)	0.4%	x
COc1ccc(OC)c(NC(=O)CSc2nnc(Cn3c(=O)sc4ccccc43)n2C)c1	-1.8%	-5%
Cc1sc2ncn(CCC(=O)O)c(=O)c2c1C	6.3%	-6%
CCOC(=O)C1=C(C)N=c2s/c(=C/c3ccc(C)cc3)c(=O)n2C1c1ccccc1 (stereo not given)	-2.4%	0%
Cc1cc(=O)oc(C)c1C(=O)NCCCN1C(C)CCCC1C (stereo not given)	0.6%	5%
COCC(C)NCc1cccc(OC)c1OC (stereo not given)	5.2%	x
CC1(C)Cc2c(sc3ncnc(NCc4ccccc4)c23)CO1	1.1%	4%
Cc1cc(NC(=O)c2cccc(Br)c2)ccc1-c1cc2ccccc2oc1=O	-14%	4%
O=C(c1ccc2c(c1)OCCO2)C1CC1	-5.5%	3%
COc1ccc(-c2ccc(-c3noc(-c4ccccc4OC)n3)c(OC)n2)cc1	-56%	5%
O=C(NCCC1=CCCCC1)c1ccc([N+](=O)[O-])cc1	-2.3%	1%

Of the compounds above, these contain two or more sulfur atoms.
SMILES	Hsp70 inhibitors	Rat MKP-3 inhibitors
C=CCSc1nc(N)c2c3c(sc2n1)CCCC3	-12%	3%
CCS(=O)(=O)n1nc(-c2ccc(OC)cc2)nc1SC	-4.8%	-10%
Nc1ccc2nc(SCC(=O)N3CCOCC3)sc2c1	-1.8%	1%
O=C(Nc1nccs1)C1Cc2ccccc2CN1S(=O)(=O)c1ccc(F)cc1 (stereo not given)	0.4%	x
COc1ccc(OC)c(NC(=O)CSc2nnc(Cn3c(=O)sc4ccccc43)n2C)c1	-1.8%	-5%

More structures follow:
SMILES	Hsp70 inhibitors	Rat MKP-3 inhibitors
CCOC(=O)COc1ccc(S(=O)(=O)N2CCN(c3ccccc3F)CC2)cc1	1.9%	-6%
CC(=O)NC1C(=O)Nc2c(C)cc(C)cc21 (stereo not given)	-2.8%	x
c1ccc(-c2nnc3sc(CN4CCc5ccccc54)cn23)cc1	4.4%	x
CCCCn1c(/N=C/c2ccc3c(c2)OCO3)nc2ccccc21	1.6%&2.1%	-1%
CCOc1ccc2[nH]c(=O)c(C(c3nnnn3CC3CCCO3)N3CCc4ccccc4C3)cc2c1 (stereo not given)	3.5%	2%
Cc1nc2cc(Nc3nnc(-c4ccccc4)c4ccccc34)ccc2n1C	-1.6%	2%
Cc1ccc(-c2nc3ccccn3c2NC(=O)c2ccccc2)cc1	-0.7%	2%
Cc1cc(NC(=O)c2ccccc2)ncc1NC(=O)c1ccco1	-2.3%	-11%
CCc1nc2ccccc2n1CC(O)COc1ccc(C(=O)O)cc1 (stereo not given)	-7.3%	1%
CCCCNC(=O)COC(=O)c1cc(C)nc2ccccc12	-4.7%	x
Cc1cc(NC(=O)c2c(F)c(F)c(F)c(F)c2F)no1	1.5%	3%
Cc1cc(=O)oc2cc(OCC(=O)OC(C)(C)C)ccc12	0.5%	1%
COC(=O)c1c(NC(=O)c2cncc(Br)c2)sc2c1CCC(C)C2 (stereo not given)	2.8%	-2%
NC(=O)c1cc(-c2ccccc2)sc1NC(=O)Cc1ccc(S(=O)(=O)N2CCOCC2)s1	-7.6%	-9%
CC1CN(C(=O)C(C)Sc2nc3ccccc3s2)CC(C)O1 (stereo not given)	-3.3%	-13%
O=C(c1ccc([N+](=O)[O-])cc1)N1CCN(C(=O)c2cccs2)CC1	0.4%	3%
On1c(-c2ccccc2F)nc2c1CCc1nonc1-2	-3.7%	7%
CCCCCc1c(C)nc(Nc2ccc(F)cc2)[nH]c1=O	-7.4%	-3%
Cc1nc(N)sc1-c1csc(Nc2ccccc2)n1	-6.7%	-10%
CC(=O)C(Sc1nc(N2CCOCC2)nc(N2CCOCC2)n1)C(=O)Nc1ccccc1 (stereo not given)	-2.5%	-14%
Cn1c(NC(=O)C2c3ccccc3Oc3ccccc32)cc(=O)n(C)c1=O	-0.4%	-1%
COc1cccc(NC(=O)CSc2nc3c(c(-c4ccco4)c2C#N)CCCC3)c1	-0.8%	-10%
O=C(CSc1nc2ccccc2s1)Nc1ccccc1F	-3.7%	-1%
CSc1nc(N2CCOCC2)c2ccccc2n1	5.7%	-4%
COc1ccc(S(=O)(=O)N2CCOCC2)cc1C(=O)Nc1cc(C)on1	-1.8%	-4%
O=C(O)c1oc2ccccc2c1CSc1ccccn1	-2.7%	-2%
CCOc1ccc(NC(=O)CN(C)c2nnnn2-c2ccccc2)cc1OCC	-3.2%	3%
CCc1nnc(NC(=O)CSc2nnnn2-c2cccc(C(=O)OC)c2)s1	2.3%	-12%
O=C(Nc1cc(C(=O)Nc2ccc(Cl)cc2)cc(C(=O)Nc2ccc(Cl)cc2)c1)c1ccc([N+](=O)[O-])cc1	0.8%	0%
O=C(Cc1ccccc1)N1CCC(c2nc(-c3ccc(F)cc3)no2)CC1	5.3%	-6%
O=C1NC(=S)S/C1=C/c1ccc(O)c(Br)c1	-83%	3%
Cc1ccc(NC(=O)CN(C)S(=O)(=O)c2cccc3nsnc23)cc1	-0.5%	8%
CCOC(=O)c1c(NC(=O)C2(C)CC2(Br)Br)sc(C)c1-c1ccccc1 (stereo not given)	6.4%	3%
c1cncc(CN2CCN(Cc3c[nH]c4ccccc34)CC2)c1	-3.0%	2%
O=C(Nc1ccc(F)c([N+](=O)[O-])c1)c1cccc2ccccc12	0.3%	3%
CCOc1cc(-c2noc(-c3cccnc3)n2)ccc1OC	5.4%	-10%

Copied from above for reference:
SMILES	Hsp70 inhibitors	Rat MKP-3 inhibitors
Cc1ccc(NC(=O)CN(C)S(=O)(=O)c2cccc3nsnc23)cc1	-0.5%	8%
CCOC(=O)c1c(NC(=O)C2(C)CC2(Br)Br)sc(C)c1-c1ccccc1 (stereo not given)	6.4%	3%
c1cncc(CN2CCN(Cc3c[nH]c4ccccc34)CC2)c1	-3.0%	2%

Next structures follow:
SMILES	Hsp70 inhibitors	Rat MKP-3 inhibitors
O=C(Nc1cc(C(F)(F)F)ccc1N1CCOCC1)c1ccc[n+]([O-])c1	3.2%	x
Cn1c(CCNC(=O)OC(C)(C)C)n[nH]c1=S	8.7%	2%
CCCCOc1ccc(S(=O)(=O)Nc2ccc(NC(C)=O)cc2)cc1	-2.0%	x
CCCS(=O)(=O)N1CCCC(C(=O)NCCN2CCC(Cc3ccccc3)CC2)C1 (stereo not given)	-4.4%	0%
CCCCCCn1cnc2c(c1=O)c1nc3ccccc3nc1n2Cc1cccs1	5.2%	-5%
CCOC(=O)N1CCN(c2ccc(C(=O)c3cccc(F)c3)cc2)CC1	x	9%
COC(=O)CNC(=O)C1COc2ccccc2O1 (stereo not given)	0.4%	1%
CCOC(=O)N1CCN(C(=O)Cn2ncc3ccccc32)CC1	1.6%	0%
CC(=O)Nc1ccc(C(=O)CSc2nc3ccccc3n2CC(=O)N2CCCC2)cc1	-8.0%	-3%
COc1ccc(N2C(=O)/C(=C/c3ccc(OCc4ccccc4F)c(OC)c3)C(=O)NC2=S)cc1	6.9%	4%
CCN=C1NN=C(c2ccc(C)cc2)CS1	-2.3%	x
CCCN1C2=NS(=O)(=O)CCN2c2ccccc21	1.2%	-16%
CCCCn1c(=O)[nH]c(=O)c2c1nc(-c1ccc(-c3ccccc3Br)o1)n2CCOC	-18%	x
CCOCC(=O)Nc1cccc(C(=O)OCC)c1	-0.8%	-7%
Cc1ccccc1NC(=O)c1cnc2ccccn2c1=O	1.9%	7%
O=C1CC(c2cccnc2)c2cc3c(cc2N1)OCO3 (stereo not given)	-3.1%	-6%
Cn1c(-n2c(CCN3C(=O)c4ccccc4C3=O)nc3ccccc3c2=O)nc2ccccc21	-2.9%&-1.8%	-8%&0%
NNC(=O)CCc1nc2ccccc2[nH]1	2.0%	4%
O=C(CCN1CCOCC1)Nc1ccc2c(c1)CCC2	-2.8%	0%
Cc1c(NC(=O)CN2C(=O)c3ccccc3C2=O)c(=O)n(-c2ccccc2)n1C	3.1%	-1%
c1cc(CSc2nc3ccccc3[nH]2)nc(CSc2nc3ccccc3[nH]2)c1	2.1%	4%
Cc1cncn1CCc1nc2c3ccccc3nc(=S)n2[nH]1	-0.5%	2%
Cc1nn(-c2ccc(C(=O)O)cc2)c(N)c1-c1ccccc1	7.7%	5%
COC(=O)C(NC(=O)COc1ccccc1)(Nc1nc2c(s1)CCCC2)C(F)(F)F (stereo not given)	-2.8%	x
Cc1ccc(S(=O)(=O)Nc2cc(C(C)C)c(O)cc2C)cc1	-5.7%	x
O=C1C2C3C=CC(C4CC34)C2C(=O)N1c1ccccc1Cl (stereo not given)	2.0%	0%
Fc1cccc(Cl)c1Cc1noc(-c2ccccc2Br)n1	-0.8%	-2%
COc1ccc2nc(SCC(=O)Nc3ccccc3)[nH]c2c1	-0.7%	-2%
O=C1C2ON(c3ccc(Cl)cc3)C(c3cc(Br)ccc3O)C2C(=O)N1c1ccccc1 (stereo not given)	4.0%	1%
CCOc1cccc(-c2nc(C(N)=O)c3[nH]c(=O)n(-c4cccc(Cl)c4)c3n2)c1O	0.9%	-6%
Cc1cc(C=O)c(C)n1-c1ccc(Cl)cc1	-6.5%	5%
O=c1c2c(nc3cc(-c4ccc(Cl)cc4)[nH]n13)CCS2	2.6%	10%

Bioassay records (PubChem)
